# CCT chaperon mod = High-Throughput Screening for Modulators of Cytosolic Chaperonin Activity; 0.3% of 360,000 active; activity change, % (test concentration not listed), hits read low; purified chaperonin ATPase assay, HTRF ADP detection, 30 min; in the data active = activity change below about -30%; also: % is scaled to controls: 0 for no effect and ±100 for the full control effect
#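 TRiC at 40 or 20 nM final (batch-dependent) in 30 mM Tris pH 7.4, 100 mM KCl, 5 mM MgCl2, 1 mM DTT, with compound at single 76 uM and 10 uM ATP, 30 min at 37 deg C. ADP detected by HTRF Transcreener, 665/615 ratio.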
# MmCpn inh = Inhibitors of TCP-1 ring complex (TRiC) of Methanococcus maripaludis (MmCpn): qHTS | purified Mm-Cpn ATPase, ADP Transcreener TR-FRET | Potency, µM (top dose mostly 76.9 µM), without a hit: top-dose activity, negative = inhibition, most hits filed as inhibitors | 0.031% of 330,000 active | AID 504842, 2011; also: potency is read from the fitted curve at half-maximal effect; % is scaled to controls: 0 for no effect and ±100 for the full control effect; nearly all actives have a fitted effect of over 80% in size
#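 Inhibition of chaperonin ATP hydrolysis is measured as reduced ADP production, detected by competitive TR-FRET in which signal falls with ADP. Final enzyme 25 nM and ATP 10 uM, reacted 30 min at 37°C.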
# EPAC2 agonist = qHTS for Agonist of cAMP-regulated guanine nucleotide exchange factor 4 (EPAC2): primary screen. Rap guanine nucleotide exchange factor 4 (Homo sapiens), Q8WZA2. EPAC2 activation, biochemical qHTS; response scale: 100% = 6.5 mM cAMP response. Potency, µM (titrated, usually from 154 µM), inactives show at the top dose activation, hits mostly activators. 0.079% of 360,000 active; also: potency is read from the fitted curve at half-maximal effect; nearly all actives have a fitted effect of over 50% in size
#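 qHTS, titration series. 100 nM EPAC2 / 250 nM Rap1B-BODIPY-GDP / 50 uM GDP; RT; ex 480/em 540 nm, 5-min reads to 30 min. Norm. to 6.5 mM cAMP = activation.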
# PTHR1 ag = qHTS for PTHR1 Agonists: Primary Screen. Parathyroid hormone/parathyroid hormone-related peptide receptor (Homo sapiens), Q03431. HEK293 GP2 PTHR1 cells, GloSensor cAMP luminescence, 1 h. Potency, µM (titrated, usually from 115 µM), for inactives: at the highest dose activation, hits mostly activators. 0.075% of 410,000 active; also: potency is read from the fitted curve at half-maximal effect; nearly all actives have a fitted effect of over 55% in size; some results filed as inactive show a strong effect at the top dose; inactives centre near -15; many of its hits are not listed in these tables
# Target sequence (Q03431 whole entry, looked up): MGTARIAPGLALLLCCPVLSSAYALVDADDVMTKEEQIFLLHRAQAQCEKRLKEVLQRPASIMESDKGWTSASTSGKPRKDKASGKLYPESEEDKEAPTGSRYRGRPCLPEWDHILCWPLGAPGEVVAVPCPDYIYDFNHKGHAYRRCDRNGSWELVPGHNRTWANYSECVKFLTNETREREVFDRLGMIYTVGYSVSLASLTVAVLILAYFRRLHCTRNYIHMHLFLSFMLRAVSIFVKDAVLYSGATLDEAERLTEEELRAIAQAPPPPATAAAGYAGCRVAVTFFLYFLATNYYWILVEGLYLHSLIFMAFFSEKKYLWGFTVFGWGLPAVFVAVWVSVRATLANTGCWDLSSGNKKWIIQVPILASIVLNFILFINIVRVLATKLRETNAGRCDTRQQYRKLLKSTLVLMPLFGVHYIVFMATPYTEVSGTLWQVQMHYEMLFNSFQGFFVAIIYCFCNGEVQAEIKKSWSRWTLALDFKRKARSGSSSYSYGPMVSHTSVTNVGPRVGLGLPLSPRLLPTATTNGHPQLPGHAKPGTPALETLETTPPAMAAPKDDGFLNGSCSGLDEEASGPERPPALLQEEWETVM
#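 HEK-293-derived GP2 cells expressing PTHR1 and a GloSensor cAMP reporter, 3,000/well, plated overnight, given luciferin plus IBMX (each 0.5 mM as added) for 1 h at 37 °C, then compound for 1 h at 37 °C. Luminescence was read after 15 min at room temperature.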
# DRD3 agonist = qHTS of D3 Dopamine Receptor Agonist: qHTS | D(3) dopamine receptor (Homo sapiens), P35462 | D3R DiscoveRx beta-arrestin cells, luminescence, 90 min | 0.58% of 410,000 active | max activation, %; in the data active = max activation above about 30%; also: 0% is about no effect; mostly tested at two doses, the higher about 12 µM
# Target sequence (P35462 whole entry, looked up): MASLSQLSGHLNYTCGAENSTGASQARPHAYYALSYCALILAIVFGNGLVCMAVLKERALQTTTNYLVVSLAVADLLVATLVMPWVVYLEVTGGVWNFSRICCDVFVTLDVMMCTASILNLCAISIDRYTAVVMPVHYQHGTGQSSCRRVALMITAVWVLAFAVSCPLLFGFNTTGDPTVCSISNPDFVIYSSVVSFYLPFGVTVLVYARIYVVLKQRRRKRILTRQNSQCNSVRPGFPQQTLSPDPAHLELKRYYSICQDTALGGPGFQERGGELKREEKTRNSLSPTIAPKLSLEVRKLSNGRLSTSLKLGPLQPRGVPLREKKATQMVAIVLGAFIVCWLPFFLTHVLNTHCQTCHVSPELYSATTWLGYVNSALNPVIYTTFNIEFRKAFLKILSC
#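 Agonist-mode cell screen: cells plated at 1500/well and incubated overnight at 37 °C, then exposed to library compounds for 90 min at 37 °C. Detection reagent was added for 30–60 min at room temperature, and luminescence was read.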
# EPAC2 antag = qHTS for Antagonist of cAMP-regulated guanine nucleotide exchange factor 2 (EPAC2): primary screen. EPAC2 GEF exchange of Rap1B-BODIPY-GDP, fluorescence. Potency, µM (series often up to 114 µM), for inactives: at the highest dose activity, negative = inhibition, most hits filed as inhibitors. 0.18% of 360,000 active; also: potency is read from the fitted curve at half-maximal effect; % is scaled to controls: 0 for no effect and ±100 for the full control effect; nearly all actives have a fitted effect of over 45% in size; many of its hits are not listed in these tables
# Akt phos inh = HTS Assay for Inhibitors of Akt Phophorylation: Primary Screen; 0.32% of 360,000 active; Neuro2A IGF-stimulated pAkt S473 HTRF, 20 min; active compounds read low; activity change, % for hits at 50 µM; in the data active = activity change below about -80%; inconclusive = mostly about -51% to -80%; also: % is scaled to controls: 0 for no effect and ±100 for the full control effect
#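 Neuro2A cells in DMEM with 0.5% FBS, overnight at 37 deg C, given compound at single 50 µM final, then IGF (6 nM final) for 20 min at 37 deg C. Lysed; phospho-Akt Ser473 by HTRF after 24 h, 665/615 ratio.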
# D3 antag = qHTS of D3 Dopamine Receptor Antagonist: qHTS; D(3) dopamine receptor (Homo sapiens), P35462; D3R cells, DiscoveRx beta-arrestin luminescence, antagonist mode; active compounds read low; max response, negative = inhibition, %; 2.5% of 360,000 active; AID 652054, 2013; in the data active = max response below about -50%; inconclusive = no clear call, values can overlap the other calls; also: % is scaled to controls: 0 for no effect and ±100 for the full control effect; mostly tested at two doses, the higher about 12 µM
#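 Cells expressing the human receptor were seeded at 1500 cells/well, incubated overnight at 37 degrees C in 5% CO2, then exposed to library compounds with dopamine controls for 90 minutes at 37 degrees C before luminescent detection.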
# * marks the source's active call; other numbers are inactive results; i = inactive; ? = inconclusive; · = no result given; [ ] = remark or other dose. Unless noted, calls follow the shape of the dose curve; as a rule, active = well fitted curve in the direction sought with a large enough effect; inconclusive = small, poorly fitted or top-dose-only effect, or another doubt; inactive = no such curve, though single readings can be large; an effect the other way counts as inactive or inconclusive. An excerpt; the hit share may differ from the screen's.
SMILES | CCT chaperon mod | MmCpn inh | EPAC2 agonist | PTHR1 ag | DRD3 agonist | EPAC2 antag | Akt phos inh | D3 antag
O=C(CN1CCOCC1)NCc1cc([N+](=O)[O-])ccc1O | -8.0 | 1% | 3% | -22% | -14 | -7% | i | 0
CC1(C)CC(=O)C(CC2=C(O)CC(C)(C)CC2=O)=C(O)C1 | 0.9 | 0% | -1% | -10%[57.5 µM] | 14 | 12% | i | -15
CCOc1ccc(C(C(=O)NCC2CCCO2)N(C(=O)c2snc(C(N)=O)c2N)c2cccc(F)c2)cc1 (stereo not drawn) | -1.6 | -1% | -14% | -17% | 7 | 35%[activator] | i | 46
O=C(O)C(c1ccccc1)N1C(=O)/C(=C/c2cccs2)SC1=S (stereo not drawn) | -2.8 | 1% | -11% | i | 4 | 56µM* | i | 6
O=C(O)c1cccc(N2C(=O)C3CC=C(Cl)CC3C2=O)c1 (stereo not drawn) | -0.4 | 0% | 4% | 25% | -8 | 3% | i | 0
CCS(=O)(=O)N1CCN=C1SCc1ccccc1 | 0.4 | 0% | 10% | i | 7 | -4% | i | -5
COc1ccccc1S(=O)(=O)N(C)C[C@H]1OCc2cnnn2CCCC(=O)N([C@H](C)CO)C[C@H]1C | 2.0 | · | 6% | i | 3 | -5% | i | 3
Cc1c(Br)c([N+](=O)[O-])nn1CC(=O)NCc1ccco1 | -0.7 | 0% | 2% | i | 2 | 1% | i | -12
CC(NC(=O)c1ccc(N)cc1)c1ccccc1 (stereo not drawn) | -0.5 | 3% | -1% | i | 2 | 0% | i | -1
FC(F)(F)c1nnc2ccc(N3CCN(c4ccccc4)CC3)nn12 | -3.2 | 1% | -1% | -2% | 0 | 22% | i | -7
COc1ccc2nc(COC(=O)c3cccc([N+](=O)[O-])c3)c(C(C)=O)[n+]([O-])c2c1 | 0.4 | -1% | 10% | -41%[inhibitor] | -5 | -4% | i | 0
CN(C)c1ccc(C(=O)C(O)c2ccc(C(C)(C)C)cc2)cc1 (stereo not drawn) | 0.6 | 0% | -13% | i | 1 | -3% | · | 38
COCCNC(=O)CSc1nc2ccc(N3CCOCC3)cc2c(=O)n1Cc1ccc(OC)cc1 | -0.4 | -11% | 18% | -12% | -2 | -2% | i | 26
CC(=O)Nc1ccc(S(=O)(=O)N2CCC(NC(C)=O)(c3cccc(F)c3)CC2)cc1 | 0.8 | 2% | 4% | i | -5 | 10% | i | -28
Cc1cc(C)nc(SCc2cn3cc(Cl)ccc3n2)n1 | -2.0 | 1% | 15% | i | -12 | -1% | i | 0
C[C@@H]1CN([C@@H](C)CO)C(=O)CCCn2nncc2CO[C@H]1CN(C)Cc1cccc2c1OCCCO2 | 0.4 | · | -1% | -22% | 1 | 2% | i | -8
CCOC(=O)C1(C)CCCCN1C(=O)c1cccnc1 (stereo not drawn) | -0.1 | · | -2% | -26% | 3 | -8% | i | 0
CN(C)c1ccc(N=Cc2nc(-c3ccccc3)oc2O)cc1 | -1.9 | -2% | -150%[inhibitor] | -21% | -9 | 82%[activator] | i | 0
CC(=O)NC(=S)Nc1ccc2oc(=O)ccc2c1 | 0.6 | 1% | 2% | i | -4 | 5% | i | 6
COCCN(Cc1cccs1)S(=O)(=O)c1ccc(-c2ccc(=O)[nH]n2)s1 | 0.7 | -1% | 3% | -20% | -4 | -24% | i | -2
O=C(NC(=S)Nc1ccccc1C(=O)O)c1cncc(Br)c1 | 1.5 | -1% | 1% | 16% | -3 | 16% | i | -11
CC(=O)c1cc(-c2ccccc2)n(CC(=O)N2CCC(C)CC2)c1C | 4.2 | 0% | 3% | -22% | -11 | 12% | i | 0
CC(C)CNC(=O)c1cccc(NC(=O)C(C)Oc2ccccc2)c1 (stereo not drawn) | -3.8 | 2% | 6% | 16% | -22 | 0% | i | -10
COc1ccc(-c2nc(C#N)c(NCc3ccccc3Cl)o2)cc1OC | -0.1 | 0% | 3% | -4%[57.5 µM] | 9 | 12% | i | -2
CCN(Cc1ccccc1)C(=O)CCc1nnc(CCCc2ccccc2)o1 | -0.4 | -1% | 7% | -19% | 2 | 14% | i | 28
COc1ccccc1N1CCN(S(=O)(=O)c2c(C)[nH]c(C)c2C(=O)N2CCCCC2)CC1 | -1.1 | -4% | -8% | 10% | -18 | 2% | i | 4
COCCCn1nnnc1SCC(=O)N1CCN(C(=O)c2ccco2)CC1 | -1.8 | 1% | 8% | -19% | -11 | 5% | i | 1
O=C(Nc1ccc2ccccc2c1)c1ccccc1[N+](=O)[O-] | -3.1 | · | 7% | -11% | 8 | -4% | i | -8
COc1ccc(S(=O)(=O)N(C)C[C@H]2Oc3c(NC(=O)Cc4ccccc4)cccc3C(=O)N([C@H](C)CO)C[C@@H]2C)cc1 | -2.3 | -4% | 20% | i | -8 | 3% | i | -15
COc1ccccc1NC(=O)c1ccc2c(c1)N(CC(=O)NC(C)(C)C)C(=O)C(C)(C)O2 | -0.8 | 0% | 0% | -11% | -6 | 2% | i | -15
COc1c2c(nc3ccccc13)OC(C(C)(O)COC(C)=O)C2 (stereo not drawn) | -0.5 | -2% | 6% | -1%[57.5 µM] | 1 | -3% | · | -8
CCN(CC)C1=CC(=[N+]2CCCC2)CC(C)(C)C1 | -6.5 | -2% | 7% | -29% | 14 | -4% | i | -5
Cc1cc(=O)oc2cc(OCC(=O)N3CCCc4ccccc43)ccc12 | -2.7 | 2% | 3% | -2%[57.5 µM] | 0 | 14% | i | 23
Fc1ccccc1CNC(=S)Nc1ccc(Cl)cc1 | -1.3 | 4% | 21% | -82%[inhibitor] | -2 | -3% | i | 0
CC1(C)CC(=O)C(C(=O)/C=C/c2ccco2)C(=O)C1 | 2.0 | 0% | 4% | i | -3 | 4% | i | -1
COc1ccc2c(C)c(CC(=O)N3CCN(C(=O)C4COc5ccccc5O4)CC3)c(=O)oc2c1 (stereo not drawn) | -0.9 | 0% | 14% | -74%[inhibitor] | 2 | -3% | · | -5
CC(=O)Nc1nc2c(C)c(Cl)ccc2s1 | -2.4 | -4% | 9% | -12% | 0 | 10% | i | -12
CCn1c(CC(=O)Nc2ccc(F)cc2)nnc1SCC(=O)NC1=NCCS1 | -0.4 | 2% | 6% | -1% | -13 | 18% | i | -12
O=C(CCc1ccccc1)NC(NC(=S)Nc1cccc(Cl)c1)C(Cl)(Cl)Cl (stereo not drawn) | -9.0 | ? | 8% | i | -28 | 0% | i | -29
COc1ccc(CN(C(=O)c2ccc(C)cc2)C2CCS(=O)(=O)C2)cc1 (stereo not drawn) | -3.6 | -2% | -7% | -7% | -5 | -5% | i | -2

# New compounds follow.
# Value order – CCT chaperon mod | MmCpn inh | EPAC2 agonist | PTHR1 ag | DRD3 agonist | EPAC2 antag | Akt phos inh | D3 antag
CCCOc1ccc(OCCN2CCCC(C)C2)cc1 (stereo not drawn)
  -1.1 | -15% | 1% | i | -31 | 22% | i | ?
CCN(C(=O)Cc1cccs1)c1nnc(-c2cc(OC)c(OC)c(OC)c2)s1
  -1.9 | -6% | -2% | i | -2 | -3% | i | -9
Cc1ccc(C)c(NC(=O)c2ccc3nccnc3c2)c1
  -3.9 | -2% | 9% | i | -7 | -5% | i | -9
O=C(CN1CCN(S(=O)(=O)c2ccccc2)CC1)Nc1ccnn1C1CCCC1
  0.3 | 0% | 0% | -21% | -1 | -16% | i | 17
O=C1[C@H](Cc2ccccc2)NCC=CC[C@H](c2ccc(Cl)cc2)N1Cc1ccc(Cl)cc1
  1.5 | · | 9% | -77%[inhibitor] | 4 | -20% | i | 0
CCOC(=O)c1c(C)[nH]c(C(=O)OC(C)C(=O)NCc2ccccc2)c1C (stereo not drawn)
  -3.2 | -1% | 2% | -12% | -3 | -9% | i | -15
O=C(NC(=S)Nc1ccccc1Cl)C1CC1
  0.3 | 2% | 18% | -2% | 6 | -7% | i | ?
CC(C)Oc1ccc(CNC(=O)Oc2ccccc2)cc1
  -0.9 | 0% | 10% | -20% | -3 | 4% | i | -7
Cc1cc(C)n2nc(CC(=O)NC3CCCC(C)C3C)nc2n1 (stereo not drawn)
  -0.3 | 0% | 1% | i | 2 | -7% | i | -12
CCOc1ccc(S(=O)(=O)NC2CC2)cc1
  0.8 | 0% | 5% | i | 5 | 13% | i | -2
C=CCOc1ccc(/C=N\NC(N)=S)cc1
  2.2 | 1% | 11% | i | -2 | 3%[57.1 µM] | i | 3
Cc1ccc(N=C2NC(=O)CS2)c(C)c1
  4.0 | 3% | 15% | i | -2 | 7% | i | 15
O=C(OCC(=O)c1ccc(Cl)s1)c1ccc2ccccc2n1
  0.1 | -11% | 8% | i | -5 | -2% | i | -6
COc1ccc(-c2cc3c(=O)n(CC(=O)Nc4ccc(C(C)=O)cc4)ncn3n2)cc1
  1.0 | 0% | 6% | 18% | -9 | 34%[activator] | · | -10
